# Bioassay records as filed in PubChem.
# HCMV inh – qHTS Assay for inhibitors of the human cytomegalovirus (HCMV); HFF cells, HCMV-luciferase reporter, 72 h; stronger effect = lower value; activity change, negative = inhibition, % at 57.5 µM; 4.5% of 410,000 active; in the data active = activity change below about -60%; inconclusive = no clear call, values can overlap the other calls; inactive = above about -39%
#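 Two-dose cell screen: HFF monolayers treated with compounds and infected with luciferase-expressing HCMV at 1 PFU/cell, 72 h at 37C, then lysed for luciferase measurement.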
# Numbers without * were called inactive; ? = inconclusive. % is scaled to controls: 0 for no effect and ±100 for the full control effect.
SMILES,HCMV inh
O=C1CCC[C@H]2[C@@H](Cc3ccccc3)[C@@H](NS(=O)(=O)c3cccs3)CC[C@]23CCCN13,0.2
COCC(=O)N1[C@H](CO)[C@@H]2c3ccccc3N(C(=O)c3ccccc3F)C[C@@H]21,-11.8
COc1ccc(S[C@]2(c3nc(C)no3)CC(=O)N(P(=O)(OC)OC)[C@@H]2c2ccc(OC)cc2)cc1,39.1
C[C@@H]1Cn2cnc(C(=O)N3CCN(C(=O)OC(C)(C)C)CC3)c2C(=O)N1,-9.0
CN(Cc1ccccc1)C(=O)c1cnc(Cc2c[nH]c3ccccc23)c(I)c1,-17.0
CCOc1ccccc1N(CC)C(=O)c1cc2c(s1)-c1ccccc1S(=O)(=O)C2,-2.6
CCOc1cccc(C=NNc2nc(=O)cc(C(=O)OC)s2)c1O,-26.6
COc1ccc(CNC(=O)O[C@H]2CC[C@@]34CCCN3C(=O)CCC[C@H]4[C@H]2Cc2ccccc2)cc1,6.6
CCOC(=O)C1=CCN(S(=O)(=O)c2ccccc2Cl)C1c1ccc(Cl)cc1 (centres undefined),-28.4
Cc1ccccc1CN1[C@@H](C)[C@H](c2ccccc2)Oc2cccc(NCCc3ccccc3)c2S1(=O)=O,-10.4
CC(C)C[C@H]1COc2cc(NCCCN3CCOCC3)ccc2S(=O)(=O)N1,20.2
COc1cccc(C(=O)N[C@@H](Cc2cccnc2)C(=O)N2CCC[C@H]2C(=O)NCCc2ccccc2Cl)c1,-32.5
Cc1cc2c(c(=O)o1)[C@@]1(C(=O)N(C)c3ccccc31)C1=C(CCC1=O)O2,-27.7
COc1ccc2cc([C@@H](C#N)C3CCCC3)ccc2c1,0.8
CCN(CC)C(=O)c1ncn2c1C(=O)NC[C@@H]2C,-21.6
COc1ccc2c(c1)CC/C=C(/c1ccccc1)CCO2,-7.7
Cc1cc(Br)c2nc(-c3cccc(Br)c3)c(Cc3cccc(Cl)c3)n2c1,111.3
CN(C(=O)OC(C)(C)C)c1ccc(-c2nc3ccccc3s2)cc1,-94.8*
Cn1c(=O)c2c(nc(NCCCN3CCOCC3)n2Cc2ccc(Cl)c(Cl)c2)n(C)c1=O,8.0
COc1ccc2c(c1)CCC/C(C)=C/C(=O)c1ccccc1O2,3.4
Cc1cc(=O)oc2cc(OCc3c(F)cccc3Cl)ccc12,15.6
COc1cccc2c1NC1(c3ccccc3)c3ccccc3-n3nncc3CN1C2=O (centres undefined),-4.3
Cc1cccc2c1N[C@H](/C=C/C(=O)OC(C)(C)C)C2,-3.9
Cc1nc2cc[nH]n2c(=O)c1CCc1ccccc1,-21.4
O=C(Nc1ccc(Nc2cccnc2)cc1)c1c[nH]c2ccccc12,-27.3
C1C2CC3C1C3C2=NN=C1C2CC3C(C2)C13,-14.7
Cc1cccc(C)c1N=CN1c2ccccc2-n2cccc2C1c1ccc([N+](=O)[O-])cc1 (centres undefined),-6.2
O=C(NC1CCCC1)N1CC(=O)N2[C@H](C1)[C@@H](c1ccc(Br)cc1)[C@@H]2CO,13.9
CC(C)NC(=O)c1csc(C(O)c2cccc(N(C)C)c2)n1 (centres undefined),-74.5*
Cc1ccccc1CN1CCN(c2ncc(C(=O)Nc3cccc(C(F)(F)F)c3)s2)C1=O,?
C[C@@H]1CCCCO[C@@H](CN(C)C(=O)NC2CCCCC2)[C@@H](C)CN([C@H](C)CO)C(=O)c2cc(N(C)C)ccc2O1,-20.5
C=CCNc1cccc2c1S(=O)(=O)N[C@@H](CC(C)C)CO2,4.4
COc1cc(F)ccc1Oc1cccc2c1S(=O)(=O)N([C@H](C)c1ccccc1)C[C@@H](COCc1ccccc1)O2,-22.7
CCc1sc(C(=O)Nc2ccc3c(c2)OCCO3)cc1Br,29.5
CC(C)N(CCNC(=O)c1nn(Cc2ccccc2)c(=O)c2ccccc12)C(C)C,?
COc1cc(C(=O)NN=C2c3ccccc3-c3ccccc32)cc(OC)c1OC,-87.6*
NCCN1CCN(CC(=O)N2c3ccccc3C(=O)Nc3cccnc32)CC1,-33.0
COc1ccc(NC(=O)N2c3ccc(OC)cc3[C@@H](NS(C)(=O)=O)[C@H](C)[C@H]2c2ccccc2)cc1,-19.8
O=C(NC1CCCCC1)c1nnc2n1CCN(C(=O)c1ccc3occc3c1)C2,-13.5
COC(=O)C[C@@H]1C[C@H]2c3cc(NC(=O)Nc4ccccc4F)ccc3O[C@H]2[C@@H](CO)O1,10.4
Cc1ccc2c(c1)C(O)(C1C(=O)N(C)c3ccccc31)C(=O)N2Cc1ccccc1 (centres undefined),-17.2
Cc1cccnc1N=O,21.5
Cc1cccc(CN2C(=O)[C@@H]3Cc4c([nH]c5ccccc45)C(C)(C)N3C2=O)c1,-25.6
CN1C(=O)C(n2cccc2)c2ccccc21 (centres undefined),-0.5
O=c1[nH]c2cc(Cl)ccc2n1C1CCN(Cc2ccc(-c3nc4ccccc4nc3-c3ccccc3)cc2)CC1,-20.5
COc1ccccc1NC(=O)N1CC(=O)N2[C@H](CO)[C@@H](c3ccc(Br)cc3)[C@H]2C1,3.4
COc1ccc(CC(=O)NCCc2cn(C)c3ccccc23)cc1OC,-17.2
C[C@@H]1CN([C@@H](C)CO)C(=O)c2cc(NC(=O)Nc3ccc4c(c3)OCO4)ccc2O[C@@H](C)CCCCO[C@@H]1CN(C)CC1CCCCC1,-19.6
CC(C)(C)S(=O)N1C[C@H]2CC(=O)C=C2[C@@H]1CCO (some centres undefined),-6.0
Cn1cnc(S(=O)(=O)N2CCC[C@@H]2c2noc3ccccc23)c1,-5.2
# (more compounds)
SMILES,HCMV inh
COC(=O)c1cc2c(c3c4cc(OC)ccc4n(S(C)(=O)=O)c13)C(=O)N(C)C2,-19.9
COc1ccc2c3c(n(C)c2c1)[C@@H](CO)N(S(=O)(=O)c1ccccc1)CC31CCN(C)CC1,80.9
C[C@H]1Cn2cnc(C(=O)N(C)Cc3ccccc3)c2C(=O)N1,-8.1
COc1ccc(CN(C2CCCC2)S(=O)(=O)c2cc(Br)ccc2Br)c(OC)c1,-39.1
FC(F)Oc1ccc(COc2ccc3c(-c4ccccn4)noc3n2)cc1,12.1
COC(=O)C1C(c2ccc(Cl)cc2)CC2CCC1N2C (centres undefined),?
Cc1noc(-c2ccccc2)c1-c1ccccc1[N+](=O)[O-],-100.5*
C[C@H](CO)N1C[C@H](C)[C@H](CN(C)C(=O)Nc2cccc3ccccc23)Oc2ncc(Br)cc2C1=O,-17.4
O=C(Nc1ccc2c(c1)OCCO2)C(Nc1ccccc1)c1ccccc1F (centres undefined),?
COC(=O)[C@]12C[C@H](CC(=O)NCc3cccs3)C(=O)N(CCC3=CCCCC3)C1=C[C@H](C(C)(C)C)O[C@@H]2C,-2.1

# Two of these compounds in another layout.
Structure | HCMV inh
COc1cc(C(=O)NN=C2c3ccccc3-c3ccccc32)cc(OC)c1OC | -87.6*
NCCN1CCN(CC(=O)N2c3ccccc3C(=O)Nc3cccnc32)CC1 | -33.0

# An excerpt of these results, with tabs.
Molecule	HCMV inh
CCN(CC)C(=O)c1ncn2c1C(=O)NC[C@@H]2C	-21.6
COc1ccc2c(c1)CC/C=C(/c1ccccc1)CCO2	-7.7
Cc1cc(Br)c2nc(-c3cccc(Br)c3)c(Cc3cccc(Cl)c3)n2c1	111.3
CN(C(=O)OC(C)(C)C)c1ccc(-c2nc3ccccc3s2)cc1	-94.8*
Cn1c(=O)c2c(nc(NCCCN3CCOCC3)n2Cc2ccc(Cl)c(Cl)c2)n(C)c1=O	8.0

# Remaining list, next part
SMILES,HCMV inh
CN(C)C(=O)c1ccc(Nc2cc3c(cn2)cc(-c2ccc(C(=O)N(C)C)cc2)n3Cc2ccccc2)cc1,?
O=[N+]([O-])c1cccc(COc2ccc(CO)cc2)c1,44.2
COC(=O)[C@]12C[C@H](CC(=O)NCc3cccc4ccccc34)C(=O)N(CCc3ccc(OC)c(OC)c3)C1=C[C@H](C(C)(C)C)O[C@@H]2C,-11.3
O=C(O)c1ccc(-c2cccc(-c3nn4c(=O)cc(N5CCNCC5)nc4s3)c2)cc1,3.7
S=C(SCc1cc(Cl)cc2c1OCOC2)N1CCSCC1,52.2
COCc1cc(CN2CCCC(C(=O)Nc3cccc(-n4cnnn4)c3)C2)ccc1OC (centres undefined),23.6
CN(C)C(=O)c1ccc(Nc2cc3c(cn2)cc(-c2cccnc2)n3Cc2ccccc2)cc1,-12.9
CCCCCCCCN1C(=O)[C@@H](CC(=O)NCCCOC)C[C@@]2(C(=O)OC)C1=C[C@H](C(C)(C)C)O[C@@H]2C,-10.7
O=C(Nc1ccn2ccnc2n1)c1ccccc1OC(F)(F)F,-29.6
COC12CC(=O)C(C(C)=O)=C(O)C1(C)c1c(O)c(C)c(O)c(C(C)=O)c1O2 (centres undefined),?
COc1cc(-c2n[nH]c3ccnc(-c4ccccc4)c23)cc(OC)c1OC,-8.3
O=C(O[C@H]1CC[C@@]23CCCN2C(=O)CCC[C@H]3[C@H]1Cc1ccccc1)N1CCCC1,-16.3
Cc1ccc(CN2CC(N3CCC[C@@H]3C)CS2(=O)=O)cc1 (some centres undefined),1.3
CNc1ncn(-c2c(C)cccc2C)c(=O)n1,-98.7*
COCc1cc(N2CCN(C(=O)OC(C)(C)C)C[C@@H]2C)ccc1N1CC[C@@H](O)C1,18.9
C[C@@H]1CN([C@H](C)CO)C(=O)CCCn2cc(nn2)CO[C@H]1CN(C)C(=O)Nc1ccc(N2CCCCC2)cc1,6.0
Fc1ccc(-c2noc3nc(Oc4ccccc4F)ccc23)cc1,57.8
CCOc1ccccc1OCCNC(C)Cc1ccc(OC)c(S(N)(=O)=O)c1 (centres undefined),4.2
CCC[C@H]1[C@@H](NS(=O)(=O)c2c(C)cc(C)cc2C)CC[C@@]23CCCN2C(=O)CCC[C@@H]13,-29.8
O=C(/C=C(\Nc1cccc(Cl)c1)c1ccccc1)c1ccccc1,198.4

# 3 records picked at random from the list so far, as already listed:
SMILES,HCMV inh
O=C(NC1CCCCC1)c1nnc2n1CCN(C(=O)c1ccc3occc3c1)C2,-13.5
COc1cc(F)ccc1Oc1cccc2c1S(=O)(=O)N([C@H](C)c1ccccc1)C[C@@H](COCc1ccccc1)O2,-22.7
C[C@H](CO)N1C[C@H](C)[C@H](CN(C)C(=O)Nc2cccc3ccccc23)Oc2ncc(Br)cc2C1=O,-17.4

# Carrying on.
SMILES,HCMV inh
O=C(/C=C/c1ccccc1)N1CC2ON=C(c3c(F)cccc3Cl)C2C1 (centres undefined),-8.2
C=CCN1CC[C@]23c4c5ccc(O)c4OC2C(=O)CC[C@@]3(O)[C@H]1C5 (some centres undefined),50.1
C/C=C/[C@@H]1[C@@H](S(=O)(=O)c2ccccc2)CC(=O)N1Cc1ccccc1,-6.8
COc1ccc(C(=O)CC2(O)C(=O)N(CN3CCOCC3)c3ccc(Br)cc32)cc1 (centres undefined),?
COC(=O)CCN1CCSCCS1(=O)=O,-10.9
CC(C)(C)C1=CC(CC(N)=O)(C(C)(C)C)OC1=O (centres undefined),-23.0
CC(=O)OC1CCC2C3CCC4=CC(=O)CCC4(C)C3CCC2(C)[C@]1(C)O (some centres undefined),2.7
O=C1c2ccccc2/C(=C\c2ccc(O[C@@H]3CCCCO3)cc2)N1c1ccccc1,-32.2
Nc1ccccc1N1C(=O)c2ccccc2C1=O,11.8
C[C@H]1[C@@H](c2ccccc2)Oc2ccc(Cl)cc2S(=O)(=O)N1Cc1cccc(Cl)c1,-9.5
FC(F)(F)c1cccc(-c2cnc3ccc(C4CC4)nn23)c1,-82.0*
Cc1ccccc1C1=NOC2CN(C(=O)COc3ccccc3)CC12 (centres undefined),-22.7
C#CCN1CC(COc2ccccc2)Oc2cccc(Oc3ccc(SC)c(C)c3)c2S1(=O)=O (centres undefined),-2.8
OCCNc1nc(Nc2ccccc2Cl)nc(N2CCCC2)n1,-7.8
Cc1ccc(CN2CC=CS2(=O)=O)cc1,-22.5
C[C@@H]1CN([C@@H](C)CO)C(=O)CCCn2cc(nn2)CO[C@H]1CN(C)C(=O)Nc1ccc(C(C)(C)C)cc1,0.6
C=CCCC1CN(Cc2ccc(OC)cc2)S(=O)(=O)c2c(F)cccc2O1 (centres undefined),0.0
Cc1ccc(C2=NCC(C)n3nc4ccccc4c32)cc1 (centres undefined),-9.2
COc1ccc2cc(C(=O)CS(=O)(=O)c3ccc(Cl)cc3)c(=O)oc2c1,-10.1
CCOC(=O)C1=CCN(S(=O)(=O)c2ccccc2Br)C1c1ccc(Cl)cc1 (centres undefined),-14.5
COc1ccc(-c2c(C(=O)c3ccc(Br)cc3)[nH]c(N)c2C(=O)NCCc2c[nH]c3ccccc23)cc1OC,66.8
COc1ccc(OC)c(CN(CC(F)(F)F)S(=O)(=O)c2ccccc2Br)c1,-29.6

# 3 compounds from above, ordered by heavy-atom count, low to high:
SMILES,HCMV inh
Cc1ccc(C2=NCC(C)n3nc4ccccc4c32)cc1 (centres undefined),-9.2
Cc1ccccc1C1=NOC2CN(C(=O)COc3ccccc3)CC12 (centres undefined),-22.7
C=CCCC1CN(Cc2ccc(OC)cc2)S(=O)(=O)c2c(F)cccc2O1 (centres undefined),0.0

# The list is partial; the hit share may differ from the screen's.
